FBPA Giardia inh = inhibitors of Giardia lamblia fructose-1,6-bisphosphate aldolase | A8B2U2 | purified Giardia FBPA | Potency, µM (top dose mostly 59.6 µM), without a hit: at the top dose activity, negative = inhibition, most hits filed as inhibitors | actives 0.71% (n = 290,000) | AID 2451; also: potency is read from the fitted curve at half-maximal effect; % is scaled to controls: 0 for no effect and ±100 for the full control effect; nearly all actives have a fitted effect of over 55% in size
Target sequence (A8B2U2 whole entry, looked up): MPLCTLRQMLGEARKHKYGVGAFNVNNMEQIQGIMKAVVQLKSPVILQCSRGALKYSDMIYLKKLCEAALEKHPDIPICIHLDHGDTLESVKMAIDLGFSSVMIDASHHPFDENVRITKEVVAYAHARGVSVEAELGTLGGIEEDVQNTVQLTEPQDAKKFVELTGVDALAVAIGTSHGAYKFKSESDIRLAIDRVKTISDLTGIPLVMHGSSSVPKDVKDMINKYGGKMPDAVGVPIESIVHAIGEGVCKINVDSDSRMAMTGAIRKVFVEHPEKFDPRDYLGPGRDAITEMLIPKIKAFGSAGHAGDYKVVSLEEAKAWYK
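Giardia FBPA (40 nM reagent) was preincubated 10 min at RT with compound (up to 57.5 uM final), then substrate plus GAPDH/TPI/NAD/arsenate coupling system with diaphorase/resazurin was added; resorufin fluorescence (525/598 nm) was read after 20 min.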
Sm TGR inh = blocks Schistosoma mansoni thioredoxin glutathione reductase. actives 3% (n = 360,000). purified TGR, DTNB reduction, TNB absorbance 405 nm. Potency, µM (series often up to 114 µM), inactives show top-dose activity change, negative = inhibition, most hits filed as inhibitors. Q962Y6; also: potency is read from the fitted curve at half-maximal effect; % is scaled to controls: 0 for no effect and ±100 for the full control effect; nearly all actives have a fitted effect of over 60% in size
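TGR 20 nM + NADPH 100 uM (dispensed conc.), cpd preinc 15 min RT; start with NADPH (500 uM addition) then DTNB (15 mM addition). Kinetic TNB absorbance, 405 nm filter. Four-parameter Hill fit across titration.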
Pf growth 96h = P. falciparum growth inhibition at 96 hours | P. falciparum luciferase reporter growth, 96 h | Potency, µM (doses to about 28.7 µM), for inactives: at the top dose activity change, negative = inhibition, actives largely listed as inhibitors | actives 6.9% (n = 320,000) | AID 504834; also: potency is read from the fitted curve at half-maximal effect; % is scaled to controls: 0 for no effect and ±100 for the full control effect
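96 h incubation, 37 C, 5% CO2, of luciferase-reporter P. falciparum-infected RBCs (2% hematocrit, 0.05% parasitemia final) with test compounds; endpoint luminescence.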
Cycloheximide cs = counter-screen for Shiga toxin inhibitors: cycloheximide protein synthesis inhibition | cell reporter, cycloheximide protein synthesis inhibition counterscreen | max response, % | actives 12% (n = 300,000); in the data active = max response mostly above about 13%, no sharp cut-off; inactive = mostly below about 14%; also: read at 38.3 µM for the half of the compounds with a filed dose; 0% is about no effect
Pf growth 48h = inhibits P. falciparum growth in the first generation, 48 h | P. falciparum luciferase growth in erythrocytes, 48 h | actives 5.9% (n = 310,000) | AID 504832 | Potency, µM (top dose mostly 28.7 µM), inactives show top-dose activity change, negative = inhibition, usual class: inhibitors; also: potency is read from the fitted curve at half-maximal effect; % is scaled to controls: 0 for no effect and ±100 for the full control effect
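In quantitative HTS format, infected erythrocytes bearing luciferase-reporter parasites were treated for a single generation at 37 C. Luminescence after adding detection reagent served as the growth measure.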
Shiga toxin inh = blocks Shiga toxin action in Vero cells; Vero cells, Shiga toxin protein synthesis inhibition reporter; inhibition, % at 38.7 µM; actives 9.2% (n = 290,000); AID 2315; in the data active = inhibition mostly above about 28%, no sharp cut-off; inactive = mostly below about 43%; also: 0% is about no effect
* marks the source's active call; other numbers are inactive results; [ ] = another dose, or the depositor's remark. Unless noted, calls follow the shape of the dose curve; as a rule, active = well fitted curve in the direction sought with a large enough effect; inconclusive = small, poorly fitted or top-dose-only effect, or another doubt; inactive = no such curve, though single readings can be large; an effect the other way counts as inactive or inconclusive.

What do the screens show for `COc1ccc(NC(=O)[C@H](COCc2ccccc2)NC(=O)OC(C)(C)C)cc1`?
Sm TGR inh: 12%; Pf growth 96h: inconclusive; Cycloheximide cs: 3; Pf growth 48h: inconclusive; Shiga toxin inh: 74

Results for CC(=O)Nc1cccc(C(=O)/C=C/c2ccc(C)cc2)c1 ?
FBPA Giardia inh: -2%; Sm TGR inh: -5%; Pf growth 96h: inconclusive; Cycloheximide cs: 17*; Pf growth 48h: 0%; Shiga toxin inh: 12

What do the screens show for `O=C(Nc1ccccc1)c1cc(S(=O)(=O)N2CCCCC2)ccc1N1CCOCC1`?
Sm TGR inh: -35%; Pf growth 96h: inconclusive; Pf growth 48h: inconclusive

Results for CCOc1ccccc1NC(=O)CSc1nnc(-c2cccnc2)o1 ?
Sm TGR inh: -12%; Pf growth 96h: 80%[activator]; Pf growth 48h: 22%

What do the screens show for `CCOCC(=O)Nc1ccc(S(=O)(=O)N2CCC(c3nc4ccccc4[nH]3)CC2)cc1`?
Sm TGR inh: -3%; Pf growth 96h: inconclusive; Pf growth 48h: 10µM*

How did O=C(Cn1cnc([N+](=O)[O-])c1)Nc1cc(Oc2ccc(Cl)cc2Cl)cc([N+](=O)[O-])c1 do in these assays?
FBPA Giardia inh: -2%; Sm TGR inh: -3%; Pf growth 96h: -18%; Cycloheximide cs: 1; Pf growth 48h: 13µM*; Shiga toxin inh: 13

What do the screens show for `O=C(CSc1nnc(-c2ccncc2)n1CC1CCCO1)Nc1ccccc1Cl` (stereo unspecified)?
FBPA Giardia inh: 2%; Sm TGR inh: 104%[activator]; Pf growth 96h: 136%[activator]; Cycloheximide cs: 9; Pf growth 48h: 26%; Shiga toxin inh: 1

How did COC(=O)c1ccc(Cn2nnc3c(=O)[nH]c(C4CCN(S(=O)(=O)c5cc(C)ccc5C)CC4)nc32)cc1 do in these assays?
FBPA Giardia inh: -3%; Sm TGR inh: -8%; Pf growth 96h: 14%; Cycloheximide cs: -4; Pf growth 48h: inconclusive; Shiga toxin inh: 13

Results for CCOc1ccc(NC(=O)CC(Cc2cc(C)cc(C)c2)C(=O)O)cc1 (stereo unspecified) ?
FBPA Giardia inh: 4%; Sm TGR inh: -1%; Pf growth 96h: 155%[activator]; Cycloheximide cs: -9; Pf growth 48h: -15%; Shiga toxin inh: -7

What do the screens show for `COc1ccc(OCC(=O)N2CCN(C(=O)c3ccc(F)cc3)CC2)cc1`?
FBPA Giardia inh: 4%; Sm TGR inh: 5%; Pf growth 96h: 0%; Cycloheximide cs: -1; Pf growth 48h: -1%; Shiga toxin inh: 12

What do the screens show for `Cc1[nH]nc2ncc(C(=O)c3cc(Cl)cc(Cl)c3O)cc12`?
FBPA Giardia inh: 17%; Sm TGR inh: inconclusive; Pf growth 96h: inconclusive; Cycloheximide cs: -1; Shiga toxin inh: -8

What do the screens show for `COc1ccc(NC(=O)N(C2CCCCC2)C2CCN(C(C)C)CC2)c(OC)c1`?
FBPA Giardia inh: inconclusive; Sm TGR inh: -9%; Pf growth 96h: inconclusive; Cycloheximide cs: -2; Pf growth 48h: 0%; Shiga toxin inh: 3

Results for O=C(CSc1nnnn1-c1ccccc1)CSc1nnnn1-c1ccccc1 ?
FBPA Giardia inh: 1%; Sm TGR inh: -28%; Pf growth 96h: inconclusive; Cycloheximide cs: 1; Pf growth 48h: -21%; Shiga toxin inh: 8

Results for COCc1cc(CN2CCN(C)CC2)c(O)c2ncccc12 ?
FBPA Giardia inh: inconclusive; Sm TGR inh: 14µM*; Pf growth 96h: 8.3µM*; Cycloheximide cs: -4; Shiga toxin inh: -7

How did O=C(CSc1nc(NS(=O)(=O)c2ccccc2)cc(=O)[nH]1)Nc1ccccc1C(F)(F)F do in these assays?
FBPA Giardia inh: -8%; Sm TGR inh: 4%; Pf growth 96h: inconclusive; Cycloheximide cs: -5; Pf growth 48h: -12%; Shiga toxin inh: 3

Next part; the last 2 above are carried over.
Results for COCc1cc(CN2CCN(C)CC2)c(O)c2ncccc12 ?
FBPA Giardia inh: inconclusive; Sm TGR inh: 14µM*; Pf growth 96h: 8.3µM*; Cycloheximide cs: -4; Shiga toxin inh: -7

How did O=C(CSc1nc(NS(=O)(=O)c2ccccc2)cc(=O)[nH]1)Nc1ccccc1C(F)(F)F do in these assays?
FBPA Giardia inh: -8%; Sm TGR inh: 4%; Pf growth 96h: inconclusive; Cycloheximide cs: -5; Pf growth 48h: -12%; Shiga toxin inh: 3

Results for O=C(CSc1nccc(=O)[nH]1)N1c2ccccc2CCc2ccccc21 ?
FBPA Giardia inh: 3%; Sm TGR inh: -4%; Pf growth 96h: inconclusive; Cycloheximide cs: -6; Pf growth 48h: inconclusive; Shiga toxin inh: -10

Results for CCOC(=O)c1c(NC(=O)CNCC(O)CO)sc(C)c1C (stereo unspecified) ?
FBPA Giardia inh: -1%; Sm TGR inh: 12%; Pf growth 96h: inconclusive; Cycloheximide cs: 2; Pf growth 48h: 3%; Shiga toxin inh: -18

What do the screens show for `Cc1nc2sc3c(c2c(=O)n1NC(=O)CCl)CCCC3`?
FBPA Giardia inh: 8%; Sm TGR inh: 40µM*; Pf growth 96h: -26%; Cycloheximide cs: -3; Pf growth 48h: 3%; Shiga toxin inh: -6

How did CCCN(C(=O)COc1ccc(C(C)=O)cc1OC)C1CCS(=O)(=O)C1 (stereo unspecified) do in these assays?
Sm TGR inh: -11%; Pf growth 96h: -16%; Pf growth 48h: -8%

What do the screens show for `Cc1nnc(SCCn2c(N3CCN(C)CC3)nc3c2c(=O)n(C)c(=O)n3C)s1`?
FBPA Giardia inh: -2%; Sm TGR inh: 2%; Pf growth 96h: -32%; Cycloheximide cs: -4; Pf growth 48h: 1%; Shiga toxin inh: -12

Results for CC1CCCCC1NC(=O)CN1C(=O)NC(C)(c2cc(F)ccc2F)C1=O (stereo unspecified) ?
Sm TGR inh: 6%; Pf growth 96h: inconclusive; Pf growth 48h: inconclusive

What do the screens show for `COc1ccc(C(=O)NC(=S)Nc2ccc(S(=O)(=O)Nc3cc(OC)ncn3)cc2)cc1`?
FBPA Giardia inh: -19%; Sm TGR inh: 20µM*; Pf growth 96h: 0%; Cycloheximide cs: -5; Pf growth 48h: 1%; Shiga toxin inh: -4

How did Cc1ccc(S(=O)(=O)CC(=O)N2CCN(c3ccccc3F)CC2)cc1 do in these assays?
FBPA Giardia inh: -8%; Sm TGR inh: 8%; Pf growth 96h: inconclusive; Cycloheximide cs: 4; Pf growth 48h: -12%; Shiga toxin inh: -5

What do the screens show for `CC1CC(=O)Nc2ccccc2N1S(=O)(=O)c1ccccc1` (stereo unspecified)?
FBPA Giardia inh: 0%; Sm TGR inh: -8%; Pf growth 96h: 7%; Cycloheximide cs: -1; Pf growth 48h: -9%; Shiga toxin inh: 6

What do the screens show for `CN(CC(=O)Nc1ccccc1Br)C(=O)c1cc2c(s1)CCCCC2`?
Sm TGR inh: -2%; Pf growth 96h: 46%[activator]; Pf growth 48h: 75%[activator]

What do the screens show for `COc1cccc(-n2nc(-c3ccnn3-c3cccc(Cl)c3)c(=O)n(C)c2=O)c1`?
FBPA Giardia inh: 0%; Sm TGR inh: 0%; Pf growth 96h: inconclusive; Cycloheximide cs: 0; Pf growth 48h: inconclusive; Shiga toxin inh: -5

How did O=C(CCSc1ccccc1)N1CCN(c2ccccc2)CC1 do in these assays?
FBPA Giardia inh: 6%; Pf growth 96h: inconclusive; Cycloheximide cs: 39*; Pf growth 48h: 75%[activator]; Shiga toxin inh: 90*

Results for O=C(c1cccc(F)c1)N1CCN(S(=O)(=O)c2ccccc2)CC1 ?
FBPA Giardia inh: 3%; Sm TGR inh: 0%[11.4 µM]; Cycloheximide cs: -2; Shiga toxin inh: -10

Results for Cc1cc([N+](=O)[O-])ccc1NCc1ccc2c(c1)OCCO2 ?
FBPA Giardia inh: 1%; Sm TGR inh: 4%; Pf growth 96h: inconclusive; Cycloheximide cs: 15; Pf growth 48h: inconclusive; Shiga toxin inh: 33

How did Cc1sc2nc(CSCC(=O)Nc3ccc(C(=O)N(C)C)cc3)[nH]c(=O)c2c1C do in these assays?
Sm TGR inh: -33%; Pf growth 96h: -1%; Pf growth 48h: 9%

What do the screens show for `O=c1c2ccccc2cnn1Cc1n[nH]c(=S)n1-c1ccc(Cl)cc1Cl`?
FBPA Giardia inh: -10%; Sm TGR inh: 3%; Pf growth 96h: 19%; Cycloheximide cs: 1; Pf growth 48h: 10%; Shiga toxin inh: 1

Results for COC(=O)c1cc(NC(=O)c2ccccc2)c(=O)oc1C/C=N\OCc1ccc(Cl)cc1Cl ?
FBPA Giardia inh: 3%; Sm TGR inh: inconclusive; Pf growth 96h: inconclusive; Cycloheximide cs: 6; Shiga toxin inh: -2

Results for CCc1noc(C)c1C(=O)Nc1nc2c(C)cc(C)cc2s1 ?
Sm TGR inh: 4%; Pf growth 96h: 46%[activator]; Pf growth 48h: 4%

How did CC(=O)NC(=S)NNC(=O)CCc1ccccc1 do in these assays?
FBPA Giardia inh: -18%; Sm TGR inh: 16%; Pf growth 96h: inconclusive; Cycloheximide cs: 6; Pf growth 48h: 32%[1.15 µM]; Shiga toxin inh: -4

How did Cc1ccc(SCCNC(=O)c2cccc([N+](=O)[O-])c2C)cc1 do in these assays?
FBPA Giardia inh: 0%; Sm TGR inh: -6%; Pf growth 96h: inconclusive; Cycloheximide cs: 10; Pf growth 48h: 0%; Shiga toxin inh: -11

What do the screens show for `CC(C)=NNc1cc([N+](=O)[O-])cc2c1C(=O)N(C)S2=O` (stereo unspecified)?
FBPA Giardia inh: 0%; Sm TGR inh: 0%; Pf growth 96h: -17%; Cycloheximide cs: 9; Pf growth 48h: 74%[activator]; Shiga toxin inh: -16

How did CN1CCN(Cc2ccccc2C(F)(F)F)CC1 do in these assays?
FBPA Giardia inh: -1%; Sm TGR inh: 13%[11.4 µM]; Pf growth 96h: -14%; Cycloheximide cs: 1; Shiga toxin inh: -17

Results for O=C1NC(=S)N/C1=C/c1ccc(-c2c(Br)cc([N+](=O)[O-])cc2Br)o1 ?
FBPA Giardia inh: -1%; Sm TGR inh: -23%; Pf growth 96h: inconclusive; Cycloheximide cs: -4; Pf growth 48h: inconclusive; Shiga toxin inh: -22

How did COc1ccc(NP(=O)(Oc2ccc(Cl)cc2)Oc2ccc(Cl)cc2)cc1OC do in these assays?
FBPA Giardia inh: -21%; Sm TGR inh: -9%; Pf growth 96h: -2%; Cycloheximide cs: -4; Pf growth 48h: inconclusive; Shiga toxin inh: -9

What do the screens show for `CCNC(=S)N1CCN(S(=O)(=O)c2ccccc2C(F)(F)F)CC1`?
FBPA Giardia inh: 18%; Sm TGR inh: 0%; Pf growth 96h: -14%; Cycloheximide cs: 15; Pf growth 48h: 0%; Shiga toxin inh: 57

What do the screens show for `c1ccc(CCC2=NCCn3cccc32)cc1`?
FBPA Giardia inh: 7%; Sm TGR inh: 1%; Pf growth 96h: 15µM*; Cycloheximide cs: -2; Pf growth 48h: inconclusive; Shiga toxin inh: -13

Results for Cc1cccc(C(=O)Nc2ccc(N3CCC(CCN4CCOCC4)CC3)c(C(=O)O)c2)c1 ?
Sm TGR inh: -5%; Pf growth 96h: 0%; Pf growth 48h: 6%

Results for O=C(O)COc1ccc(/C=C/c2ccc3cccc([N+](=O)[O-])c3n2)cc1 ?
FBPA Giardia inh: -18%; Sm TGR inh: -3%; Pf growth 96h: -16%; Cycloheximide cs: -2; Pf growth 48h: 27%; Shiga toxin inh: 13

Results for COc1ccc(O)c(/C=N/Nc2nc(Nc3ccccc3)nc(-n3nc(C)cc3C)n2)c1 ?
FBPA Giardia inh: -2%; Sm TGR inh: 1%; Pf growth 96h: 2.1µM*; Cycloheximide cs: -3; Pf growth 48h: 1.9µM*; Shiga toxin inh: 40

How did CCOC(=O)C1CCN(c2ccc(Cl)nn2)CC1 do in these assays?
FBPA Giardia inh: 6%; Sm TGR inh: 12%; Pf growth 96h: inconclusive; Cycloheximide cs: 11; Pf growth 48h: 10%; Shiga toxin inh: 21

High-throughput results: PubChem, National Center for Advancing Translational Sciences (NCATS)
